hcDAF12 agonist: activates DAF-12 receptor from parasite H. contortus; HEK293 hcDAF-12 lit1-tk-luc reporter, luminescence; 0% DMSO, 100% Δ7-dafachronic acid; activation, % at 6.8 µM; 370,000 compounds, 1.4% hits;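 active means activation above the mean of all tested compounds plus 3 SD, cut at about 5.5% in these data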;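 further: 100% = response to 3 µM Δ7-dafachronic acid high control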
ssDAF-12 act: activators of S. stercoralis DAF-12 nuclear receptor; activation, % at 6.8 µM; 370,000 compounds, 1% hits; HEK293 ssDAF-12/GRIP1 lit1-tk-luc reporter, luminescence; % of 3 µM dafachronic acid response;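 active means activation above the mean over all tested compounds plus 3 SD, cut at about 0.9% in these data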;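 further: 0% = DMSO-only wells and 100% = 3 µM delta7-dafachronic acid wells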
DAX1 inh-1: blocks DAX1 repression of SF-1 activated StAR promoter; HEK293T StAR-luciferase reporter, SF-1/DAX-1 repression relief; AID 652010; inhibition, % at 6.8 µM; 370,000 compounds, 1.1% hits;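 active means inhibition above the mean over all tested compounds plus 3 SD, cut at about 3.6% in these data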;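 further: 0% = DAX-1 cells with DMSO and 100% = cells lacking DAX-1 with DMSO; higher inhibition means more luminescence from relief of DAX-1 repression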
hgDAF12 agonist: hgDAF-12 agonism, primary luciferase screen; HEK293 GAL4-hgDAF12 UAS-luciferase reporter, agonist luminescence; normalized to butyrate control; activation, % at 6.8 µM; 370,000 compounds, 1.8% hits; AID 687014;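 active means activation above a cutoff set at the mean of all screened compounds plus 3 SD, cut at about 10% in these data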;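 further: 0% = DMSO wells and 100% = sodium butyrate wells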
ADAM17 inh: inhibitors of human ADAM17 | P78536 | recombinant ADAM17, EDANS/DABCYL FRET peptide cleavage | inhibition, % at 6.95 µM | 370,000 compounds, 0.83% hits;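 active means inhibition above the mean of compounds lying between control limits plus 3 SD, set per campaign, cut at about 8.5% in these data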;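 further: 0% = DMSO-only wells as the low control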
Target sequence (P78536 215-824 limits assumed): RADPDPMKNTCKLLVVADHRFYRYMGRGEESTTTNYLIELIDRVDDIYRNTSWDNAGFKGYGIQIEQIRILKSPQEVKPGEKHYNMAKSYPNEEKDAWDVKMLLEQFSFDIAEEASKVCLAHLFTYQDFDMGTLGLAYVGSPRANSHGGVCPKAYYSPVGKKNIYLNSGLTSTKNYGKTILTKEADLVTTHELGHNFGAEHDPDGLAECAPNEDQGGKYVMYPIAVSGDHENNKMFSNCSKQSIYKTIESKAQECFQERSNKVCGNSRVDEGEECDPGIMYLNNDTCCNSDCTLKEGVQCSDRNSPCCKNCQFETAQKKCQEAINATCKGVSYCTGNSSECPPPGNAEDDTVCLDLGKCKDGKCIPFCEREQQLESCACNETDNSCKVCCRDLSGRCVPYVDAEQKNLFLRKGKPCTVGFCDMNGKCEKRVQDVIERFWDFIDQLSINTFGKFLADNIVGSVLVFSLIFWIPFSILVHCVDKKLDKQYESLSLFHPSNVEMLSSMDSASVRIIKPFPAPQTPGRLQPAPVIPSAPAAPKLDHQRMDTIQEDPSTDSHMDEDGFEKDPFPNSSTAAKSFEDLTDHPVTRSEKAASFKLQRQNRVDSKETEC
HGIII-sPLA2 inh: Inhibits HGIII-sPLA2 liposome hydrolysis, primary screen. QFRET BODIPY PC-A2 liposome hydrolysis, fluorescence. inhibition, % at 12.2 µM. 370,000 compounds, 0.56% hits. AID 743126;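 active means inhibition above mean plus 3 SD of compounds lying within the high and low control bounds, cut at about 19% in these data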;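 further: 0% = median of test compound wells and 100% = no enzyme DMSO wells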
PLCb3 inh: blocks human PLC-beta3 enzyme activity; Q01970; Purified PLC-beta3, fluorogenic substrate, fluorescence; inhibition, % at 12.2 µM; 370,000 compounds, 0.18% hits; AID 720704; in the data active means inhibition above about 11%;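 further: 0% = median of compound wells on plate and 100% = full blocker control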
PLC-gamma1 inh: blocks human PLC-gamma1 enzyme activity; P19174; purified PLC-gamma1, fluorogenic substrate, fluorescence; inhibition, % at 12.2 µM; 370,000 compounds, 0.84% hits; in the data active means inhibition above about 9.5%
GAA850 FXN act: frataxin GAA850 promoter activation; activation, % at 6 µM; HEK293 lucGAA850 FXN promoter luciferase reporter, 24 h; percent of 10 µM SAHA response; 360,000 compounds, 0.56% hits;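 active means activation above the average of all compounds screened plus 3 SD, cutoff fixed separately per campaign, cut at about 7.5% in these data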;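 further: 0% = DMSO wells and 100% = 10 µM SAHA wells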
DAX1 inh-2: inhibits human nuclear receptor DAX1 | 340,000 compounds, 0.99% hits | inhibition, % at 6.75 µM | HEK293 Gal4-DAX1 luciferase reporter, luminescence | AID 504766 | P51843;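 active means inhibition above the mean over all tested compounds plus 3 SD, cut at about 4.2% in these data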;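 further: 0% = DAX1-transfected cells with DMSO and 100% = empty-vector control cells with DMSO; inhibition shows as a rise in luminescence from relieved DAX1 repression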
Target sequence (P51843 207-470 limits assumed): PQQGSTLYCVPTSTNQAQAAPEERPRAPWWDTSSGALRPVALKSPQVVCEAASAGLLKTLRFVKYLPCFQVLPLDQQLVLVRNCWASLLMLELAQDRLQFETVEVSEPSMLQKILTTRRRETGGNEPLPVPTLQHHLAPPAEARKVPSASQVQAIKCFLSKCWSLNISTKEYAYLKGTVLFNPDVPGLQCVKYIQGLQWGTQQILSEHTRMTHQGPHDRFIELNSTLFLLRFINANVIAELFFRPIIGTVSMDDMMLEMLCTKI
ADAM10 inh: ADAM10 inhibition, QFRET primary screen. O14672. recombinant ADAM10, EDANS/DABCYL FRET peptide cleavage, 3 h. inhibition, % at 7 µM. 370,000 compounds, 0.62% hits. AID 720582;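 active means inhibition above a per-campaign cutoff equal to the mean of compounds falling between control-based bounds plus 3 SD, cut at about 20% in these data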;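 further: 0% = DMSO wells while the 100% control is not disclosed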
* = called active by the depositor; / = no result given.

Results follow in this order: hcDAF12 agonist | ssDAF-12 act | DAX1 inh-1 | hgDAF12 agonist | ADAM17 inh | HGIII-sPLA2 inh | PLCb3 inh | PLC-gamma1 inh | GAA850 FXN act | DAX1 inh-2 | ADAM10 inh
[1] CC(C)(C)C(=O)COC(=O)c1ccc2c(c1)C(=O)N(Cc1ccco1)C2=O
 : -1.1 | -0.4 | 0.2 | 3.2 | 0.5 | -1.5 | -0.8 | 3.7 | -0.9 | -0.4 | 0.5
[2] COCN(C#N)c1nc(N(C)C)nc(N(C)C)n1
 : -1.5 | -2.4 | 0.5 | 2.5 | 0.5 | -1.2 | -1.3 | 2.0 | -2.3 | 2.8 | -0.7
[3] Cc1cc(C(=O)OCC(=O)N2c3ccccc3CC2C)c(C)o1 (stereo not given)
 : -1.2 | -1.4 | 0.4 | 1.2 | -4.5 | -5.2 | -3.5 | -0.4 | 0.5 | 2.0 | -13.4
[4] Cc1c(-c2ccccc2)nc(-c2ccccc2)[nH]c1=O
 : -3.1 | -1.3 | 0.1 | -1.4 | -5.2 | -2.3 | 1.0 | -1.2 | 3.0 | 1.7 | -2.5
[5] COc1ccc(-c2csc(C(O)c3ccc(F)c(F)c3)n2)cc1 (stereo not given)
 : 1.1 | -1.5 | -1.3 | 2.0 | 1.9 | -17.9 | -0.7 | 1.8 | 0.2 | / | 7.3
[6] Cc1cccc(OCCOC(=O)CN2C(=O)NC3(CCCC3)C2=O)c1
 : -0.8 | -0.9 | 0.8 | -3.2 | 0.2 | 5.2 | -4.6 | 3.3 | 0.7 | -1.2 | 4.8
[7] COC(=O)C1=C(CS(=O)(=O)c2ccc(Cl)cc2)NC(=O)NC1c1ccc(O)cc1 (stereo not given)
 : 0.3 | -0.5 | -0.8 | 0.1 | -0.7 | -6.6 | -7.5 | 0.1 | -0.1 | 0.1 | 2.9
[8] CN(C)CCCNC(=O)C[C@H]1C[C@H](C(=O)N2CCCCC2)[C@@]2(C)c3[nH]c4ccc(Cl)cc4c3CCN2C1=O
 : -1.3 | -1.6 | 2.6 | 2.2 | -1.3 | -4.0 | 1.8 | 0.8 | -0.3 | -0.1 | -7.0
[9] CCOC(=O)c1[nH]cnc1C(=O)Nc1ccccc1C
 : -1.0 | -1.4 | 0.2 | -2.1 | -3.5 | -4.9 | 0.3 | 0.6 | 2.9 | 0.5 | -4.3
[10] COc1ccc(-n2cc(CN(C)C3CCOCC3)c(-c3cccc(F)c3)n2)cc1
 : -0.7 | -1.9 | -0.2 | 3.9 | 1.0 | -4.0 | -6.7 | -0.3 | -0.7 | -1.5 | -6.5
[11] C/C(=N/O)c1ccccn1
 : -1.9 | -1.0 | -0.7 | -1.7 | -2.3 | 5.8 | 4.1 | 3.5 | -3.0 | 3.4 | -16.1
[12] COc1ccc(-n2cc(C(=O)O)c(=O)cc2C)cc1
 : -0.4 | -2.3 | -0.5 | -1.1 | -0.2 | 4.3 | 5.1 | 4.7 | 1.0 | 0.4 | 11.8
[13] CCOc1ccc(CN2C(=O)c3ccccc3C2C(=O)NCc2cccnc2)cc1 (stereo not given)
 : 0.5 | -1.7 | -1.1 | 0.2 | 1.4 | 2.1 | -0.2 | 4.5 | -4.3 | -0.9 | -5.4
[14] N#CN=C(c1ccccc1)c1ccccc1
 : 0.5 | -0.4 | 0.3 | 0.9 | 0.3 | 2.8 | -1.9 | 0.0 | 1.5 | 2.0 | -6.4
[15] CSc1ncnc2c1ncn2CCCN1CCN(Cc2c(C)cc(C)cc2C)CC1
 : -1.0 | -1.0 | -0.7 | 2.8 | -4.3 | 6.7 | 2.1 | 2.2 | -1.9 | 0.7 | -11.6
[16] CC(C)c1ccc(CNC(=O)C2CCCN2S(=O)(=O)c2ccccc2)cc1 (stereo not given)
 : -1.8 | -1.0 | -0.8 | -3.8 | -5.8 | 0.2 | -4.8 | 0.8 | 5.2 | -2.4 | 2.5
[17] CC(C)NC(=O)c1sc2nc(-c3cccs3)cc(-c3cccs3)c2c1N
 : -1.4 | -0.7 | -0.1 | 3.4 | -28.5 | 0.6 | -116.5 | -89.3 | / | / | -90.7
[18] COc1ccc2c(c1)CCCC21NC(=O)NC1=O (stereo not given)
 : -1.3 | -0.6 | 0.2 | 2.7 | -5.4 | 5.0 | -2.3 | -1.2 | -1.5 | 1.3 | -5.3
[19] Nn1c(C2CCC2)nc2cc(Cl)ccc2c1=O
 : -1.7 | -0.8 | -0.5 | 2.4 | -2.0 | 4.8 | -11.2 | 1.3 | 2.1 | 0.0 | -5.1
[20] CCC(C)NC(=O)CNC(=O)c1nn(-c2ccc(OC)c(Cl)c2)c(=O)c2ccccc12 (stereo not given)
 : 0.9 | -0.3 | -0.5 | -0.4 | -4.2 | -0.9 | -79.4 | -59.0 | 1.2 | -0.9 | -5.5
[21] CCCc1c(C)c2ccccc2[nH]c1=O
 : -1.2 | -0.1 | -0.8 | 0.2 | -5.9 | 3.7 | -6.2 | -0.6 | 0.9 | 0.1 | -8.7
[22] COCCn1cnc2c1c(=O)n(CC(=O)NCC(F)(F)F)c(=O)n2Cc1ccccc1
 : 0.4 | -0.7 | 0.1 | 0.0 | -5.1 | 4.2 | -3.1 | -1.5 | 0.9 | 0.2 | -4.3
[23] CN(C(=O)c1cccc(NC(=O)C2CCN(C(=O)OC(C)(C)C)CC2)c1)C1CCCCC1
 : -3.6 | -1.5 | -1.3 | -3.1 | -2.1 | -18.1 | 3.9 | -1.5 | -2.4 | -2.3 | 0.9
[24] O=C(CSc1nnc(NC(=O)c2ccccc2)s1)NCc1ccco1
 : 2.2 | 0.1 | 3.1 | 6.5 | -3.7 | -11.4 | -11.7 | -6.3 | 1.3 | 1.6 | -7.8
[25] CCOc1ccc(N(CC(=O)NCc2ccccc2)S(=O)(=O)c2c(C)noc2C)cc1
 : -2.0 | -0.9 | -0.6 | -2.3 | 0.6 | -1.6 | 6.4 | 2.3 | 0.5 | 0.7 | 9.3
[26] COc1ccc(-c2noc(CCC(=O)Nc3cccnc3)n2)cc1OC
 : -0.3 | -0.6 | -0.8 | -1.7 | -1.7 | 7.9 | -0.1 | 1.0 | -1.3 | -0.9 | 7.3
[27] CCn1c(Cc2ccccc2)nnc1SCC(=O)c1cccc([N+](=O)[O-])c1
 : -2.0 | -1.6 | -0.2 | 0.8 | 0.0 | -45.2 | -0.3 | 4.0 | 0.9 | -0.7 | 6.7
[28] O=C(Cc1cccs1)Nc1cccc(-c2nnc(-c3ccco3)o2)c1
 : -2.2 | -1.8 | -1.4 | -4.0 | -7.8 | -15.8 | -1.2 | -1.9 | 4.5 | 1.8 | -23.6
[29] Cc1ccc(C(C)NC(=O)c2c(C)noc2C)cc1C (stereo not given)
 : 0.7 | -1.6 | 0.6 | 0.1 | 0.4 | 3.8 | 3.0 | 0.5 | 2.9 | -1.5 | 6.7
[30] CC(=O)Oc1ccc(N2C(=O)C3C(C2=O)C(C(=O)c2ccc(Cl)cc2)N2CCCC32)cc1 (stereo not given)
 : -0.6 | -0.8 | 0.6 | -0.6 | -14.2 | -25.8 | -69.9 | -48.7 | 1.7 | 1.8 | -35.5
[31] COc1ccc(C(=O)Nn2c(C)ccc2C)cc1OC
 : -0.8 | -0.8 | 0.5 | -1.6 | 0.4 | -4.1 | -23.4 | -18.6 | 1.9 | 0.0 | 9.7
[32] CC(C)C(=O)Nc1cc2c3c(c1)CCN3C(=O)CC2
 : -0.2 | -0.7 | -0.2 | 1.2 | 1.4 | 1.9 | -43.0 | 0.4 | -0.2 | 0.0 | -5.8
[33] CCOC(=O)Cc1cn(C(=O)OC(C)(C)C)c2ccccc12
 : -1.4 | -1.3 | -0.3 | 0.5 | -2.0 | -15.3 | -5.2 | -3.8 | -1.5 | 0.5 | -2.6
[34] Cc1nn(Cc2ccc(Cl)cc2Cl)c(C)c1NC(=O)NC12CC3CC(CC(C3)C1)C2
 : -1.0 | -1.3 | -1.0 | -1.2 | -1.1 | -3.9 | -2.9 | -1.4 | -2.5 | -1.4 | 8.2
[35] Cc1c(Cl)c([N+](=O)[O-])nn1CCCC(=O)Nc1sc2c(c1C(N)=O)CCC(C)C2 (stereo not given)
 : -0.7 | -1.3 | 0.2 | 1.1 | -3.6 | -8.4 | 2.1 | -1.5 | 0.1 | 0.1 | -4.2
[36] CC(C)(C)OC(=O)C[C@H]1C/C=C\C[C@@H](CC(=O)N[C@H](CO)Cc2ccccc2)C(=O)NCCOC1=O
 : -0.1 | -1.2 | 0.6 | -0.1 | -2.0 | 0.7 | 4.1 | -3.0 | 0.2 | -0.3 | 4.1
[37] COC(=O)C(C)(C(=O)OC)c1ccccc1[N+](=O)[O-]
 : -0.7 | -1.4 | -0.8 | -0.7 | -3.7 | -1.2 | 5.2 | -0.2 | 0.3 | 0.1 | -6.5
[38] O=C(NCCN1CCC(n2c(=O)[nH]c3ccccc32)CC1)c1cc(F)cc(F)c1
 : -1.4 | -0.2 | 1.0 | -5.5 | 7.3 | 3.8 | 6.5 | 8.7 | / | / | -7.0
[39] COc1cc(NC(=S)NC(=O)c2cccs2)ccc1NC(=O)C(C)C
 : 0.1 | -1.1 | 0.2 | 0.6 | -5.0 | 8.0 | -2.3 | -3.5 | 2.0 | -1.1 | -5.1
[40] Cc1ccc(-n2ncc3c(=O)n(CC#N)cnc32)cc1
 : 3.9 | 0.5 | -0.3 | 2.2 | -1.4 | 3.2 | -3.3 | -2.4 | 0.7 | 0.1 | -5.9
[41] CCCCn1c(SCC(=O)N(C)C)nnc1-c1ccncc1
 : -1.4 | -1.8 | -0.2 | -0.6 | -6.9 | 10.7 | -8.0 | -2.4 | -1.8 | 1.6 | -7.2
[42] CCCCN1C(=O)C(=O)NC[C@@H]1C(C)O (stereo not given in full)
 : -1.1 | -1.4 | -0.2 | 1.8 | -7.8 | 8.2 | 2.3 | 3.9 | 1.1 | -0.8 | -10.9
[43] COc1cc(-n2c(=O)c3ccccc3n(Cc3ccccc3)c2=O)cc(OC)c1OC
 : -0.3 | -1.3 | 0.2 | 0.7 | -9.1 | -2.3 | -0.6 | -11.3 | 2.8 | -0.7 | 3.3
[44] Cc1cc(Cl)cc(Cl)c1CNc1c([N+](=O)[O-])c(=O)oc2ccccc12
 : -0.6 | -1.2 | -0.1 | 0.6 | -1.9 | -1.7 | 0.2 | 1.0 | 0.3 | 0.3 | -5.4
[45] CSc1nnc(N2C(=O)C(O)=C(C(=O)c3ccco3)C2c2ccccc2)s1 (stereo not given)
 : 1.7 | 0.3 | 0.3 | 7.0 | -1.6 | -21.2 | -205.8 | -130.5 | 1.7 | 1.1 | -3.1
[46] O=S(=O)(N/N=C1\CCCc2ccccc21)c1ccccc1
 : 0.9 | -0.7 | -1.4 | 1.3 | 3.2 | -4.2 | -3.7 | -3.1 | -1.6 | 0.1 | -3.1
[47] CC1CCCCc2nc3c(c(=O)n21)CCCC3 (stereo not given)
 : 0.2 | -0.2 | -0.8 | 1.9 | -6.4 | 8.4 | -0.7 | 0.5 | / | / | -10.1

Assay outcomes: PubChem, The Scripps Research Institute Molecular Screening Center
